FLuc inh – inhibitors of firefly (Photinus pyralis) luciferase; 2.5% of 76,000 active; Potency, µM (titrated, usually from 115 µM), for the others: at the highest dose activity change, negative = inhibition, actives largely listed as inhibitors; P08659; purified P. pyralis luciferase, luminescence, biochemical; note: potency is the fitted concentration of half-maximal effect; nearly all actives have a fitted effect of over 65% in size
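Purified P. pyralis luciferase (10nM final) in 50mM Tris acetate pH 7.5, 10mM Mg acetate, 0.01% Tween-20, 0.05% BSA with 10uM D-luciferin and 10uM ATP. Compounds titrated qHTS. Luminescence imaged on CCD.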
SNCA expr inh – inhibitors of alpha-synuclein (SNCA) gene expression. HEK-293 SNCA-luciferase knock-in, luminescence, 24 h. 0.17% of 140,000 active. Potency, µM (series often up to 57.2 µM), inactives show at the highest dose activity change, negative = inhibition, most hits filed as inhibitors;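 note: potency is the fitted concentration of half-maximal effect; plate controls were DMSO cells for no effect and cell-free wells for full effect; nearly all actives have a fitted effect of over 45% in size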
HEK293 viab – counter-screen for SNCA expression inhibitors: cell viability | 0.12% of 150,000 active | Potency, µM (series often up to 57.1 µM), inactives show top-dose activity change, negative = cytotoxicity, usual class: cytotoxic | AID 1671193 | HEK-293-SNCA-luc viability, GF-AFC fluorescence, 24 h;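 note: potency is the fitted concentration of half-maximal effect; 0% = DMSO-treated cells and -100% = medium-only wells without cells; nearly all actives have a fitted effect of over 30% in size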
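HEK-293-SNCA-luc cells (1500/well) plated 24 h, then exposed 24 h to a dilution series; GF-AFC added 30 min at 37C, fluorescence 405/540 nm; normalised to medium-only and DMSO wells, Hill fit.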
IP6K1 inh – IP6K1 kinase inhibition | Q92551 | IP6K1 kinase, ADP-Glo luminescence, 2 h; hits give low values | activity change, % (series mostly up to about 58 µM) | 0.81% of 140,000 active | AID 1645851; in the data active = activity change below about -25%
Target sequence (Q92551 whole entry, looked up): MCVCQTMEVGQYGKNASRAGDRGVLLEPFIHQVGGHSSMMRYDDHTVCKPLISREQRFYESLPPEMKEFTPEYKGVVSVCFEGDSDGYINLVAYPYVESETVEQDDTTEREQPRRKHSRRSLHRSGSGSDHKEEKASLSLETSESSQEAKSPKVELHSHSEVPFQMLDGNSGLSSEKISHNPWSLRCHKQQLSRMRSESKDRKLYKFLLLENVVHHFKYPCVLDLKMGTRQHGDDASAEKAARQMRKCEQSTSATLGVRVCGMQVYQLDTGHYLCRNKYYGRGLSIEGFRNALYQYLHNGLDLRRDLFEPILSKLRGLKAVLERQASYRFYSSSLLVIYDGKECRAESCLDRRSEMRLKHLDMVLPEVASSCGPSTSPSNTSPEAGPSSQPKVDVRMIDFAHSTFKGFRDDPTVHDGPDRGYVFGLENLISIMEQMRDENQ
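ADP-Glo luminescence measures ADP made by human IP6K1 during a 2 h RT reaction with ATP/IP6 (mix at 1.3 mM/130 uM); top library doses 57.5 and 19.1 uM final.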
3T3 cytotox – kills NIH 3T3 cells | Potency, µM (top dose mostly 96.7 µM), for inactives: at the top dose activity change, negative = cytotoxicity, actives largely listed as inhibitors | NIH 3T3 viability, CellTiter-Glo ATP luminescence, 48-72 h | 4.3% of 94,000 active; note: potency is the fitted concentration of half-maximal effect; nearly all actives have a fitted effect of over 55% in size
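Cytotoxicity was measured by CellTiter-Glo ATP luminescence after 48 or 72 h compound exposure at 37 °C. Mouse NIH 3T3 fibroblasts were seeded at 400 cells/well and dosed by 23 nL pin transfer.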
HEK293 tox – cytotoxic compounds in HEK 293 cells; HEK 293 viability, ATP luminescence (CellTiter-Glo), 48-72 h; Potency, µM (series often up to 115 µM), without a hit: at the highest dose activity change, negative = cytotoxicity, hits mostly inhibitors; 6.6% of 94,000 active; AID 1345083; note: potency is the fitted concentration of half-maximal effect; nearly all actives have a fitted effect of over 60% in size
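Cytotoxicity was scored by loss of ATP-coupled luminescence (CellTiter-Glo) in HEK 293 cells. Compound treatment ran 48 or 72 hr at 37 degree Celsius, 5% CO2, 95% humidity.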
GPT2 inh – inhibitors of human GPT2 alanine aminotransferase. Q8TD30. Recombinant GPT2, coupled pyruvate oxidase/HRP Amplex Red fluorescence. Potency, µM (top dose mostly 57.7 µM), without a hit: at the top dose activity change, negative = inhibition, actives largely listed as inhibitors. 0.25% of 100,000 active. AID 1671188; note: potency is the fitted concentration of half-maximal effect; nearly all actives have a fitted effect of over 60% in size; many of its hits are not listed in these tables
Target sequence (Q8TD30 whole entry, looked up): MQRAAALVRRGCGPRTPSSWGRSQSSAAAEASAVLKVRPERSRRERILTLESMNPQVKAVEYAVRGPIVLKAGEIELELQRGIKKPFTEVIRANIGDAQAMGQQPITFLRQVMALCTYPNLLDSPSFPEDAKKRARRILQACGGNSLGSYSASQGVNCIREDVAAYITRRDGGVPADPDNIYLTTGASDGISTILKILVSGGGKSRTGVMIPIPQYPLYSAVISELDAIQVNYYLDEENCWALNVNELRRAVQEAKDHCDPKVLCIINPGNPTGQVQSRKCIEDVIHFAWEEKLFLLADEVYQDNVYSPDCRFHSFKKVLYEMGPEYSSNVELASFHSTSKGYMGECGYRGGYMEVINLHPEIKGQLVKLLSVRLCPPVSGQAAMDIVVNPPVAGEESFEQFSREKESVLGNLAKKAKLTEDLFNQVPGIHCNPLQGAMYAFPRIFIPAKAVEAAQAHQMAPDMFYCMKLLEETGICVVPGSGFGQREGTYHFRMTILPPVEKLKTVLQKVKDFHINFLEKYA
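Fluorescence read-out: pyruvate from GPT2 turnover coupled to pyruvate oxidase, HRP and Amplex Red (0.2mM ThPP, 0.2U/mL PO and HRP, 50uM Amplex final). Substrates 250uM a-KG, 2mM L-alanine; enzyme 10ng/uL; 30 min RT.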
Numbers without * were called inactive; i = inactive; ? = inconclusive; / = not tested or not shown; [ ] = remark or other dose. Unless noted, calls come from the whole dose curve; as a rule, active = well fitted curve in the direction sought with a large enough effect; inconclusive = small, poorly fitted or top-dose-only effect, or another doubt; inactive = no such curve, though single readings can be large; an effect the other way counts as inactive or inconclusive. Unless noted, % is set by controls: 0 for no effect and ±100 for the full control effect. An excerpt. The share of hits here may be higher or lower than overall.

Molecule,FLuc inh,SNCA expr inh,HEK293 viab,IP6K1 inh,3T3 cytotox,HEK293 tox,GPT2 inh
C=CC1(C)C=C2CCC3C(C)(C)C(O[C@@H]4O[C@@H](CO)[C@H](O)[C@H]4O)CCC3(C)C2CC1O[C@@H]1O[C@H](C)[C@H](O)[C@H](O)[C@H]1O (stereo not given in full),/,/,?,15,/,/,i
O=C(Nc1ccnn1C1CCN(C(=O)CCCc2ccccc2)CC1)c1cccc(F)c1,-30%,79%[activator],-13%,38,-10%,?,-23%
C=C(C)CN(C)C(=O)Cc1c2c(n(Cc3ccccc3F)c1C)CCCC2=O,1%,-14%,-9%,6,?,-11%,-7%
CCOC(=O)c1c(NC(=O)c2ccc(S(=O)(=O)N3CCC(C)CC3)cc2)sc2c1CCN(CC)C2,/,22%,3%,20,/,/,/
CN(C)C(=O)c1n[nH]c2c1CN(C(=O)CCC(=O)c1ccc(F)cc1)CC2,-10%,28%,3%,13,-5%,-2%,-10%
CCc1ccc(N(CC)C(=O)Cn2nc(Cc3cccnc3)c3ccccc3c2=O)cc1,/,-8%,-18%,26,/,/,/
O=C(O)CCC(=O)N1CCC2(CC1)Cc1ccccc1N(C(=O)C1CCCC1)C2,/,1%,4%,18,?,-17%,i
Cc1noc(-c2ccc(-c3noc(-c4ccc(Cl)cc4)n3)cc2)n1,/,32%[activator],-5%,6,/,/,/
Cc1ccc(-n2ncc3c(Nc4ccc(Oc5ccccc5)cc4)ncnc32)c(C)c1,/,?,-18%,6,/,/,/
COCCC(=O)N1CCC(N2C(=O)C3(CCCCC3)C2c2ccccc2)CC1 (stereo not given),9%,32%[activator],0%[12.5 µM],9,?,-14%,i
Cn1ncc2c(C(=O)N3CCC(c4ccccc4)CC3)cc(-c3ccc(C(F)(F)F)cc3)nc21,/,/,/,-3,?,?,/
CCOc1cc2sc(N3CCC(C(=O)Nc4ccc(C)cc4)CC3)nc2cc1Br,/,206%[activator],6%,-3,/,/,/
O=C(c1ccc(Br)o1)N1CCC(n2cnnc2C2CC2)CC1,-4%,-18%,7%,5,i,-3%,i
Cc1ccc(Oc2c(C(F)(F)F)oc3cc(OCC(=O)NC4CCCCC4)ccc3c2=O)cc1,/,13%,-1%,13,/,/,/
O=C(NCCc1noc(C2CC2)n1)c1ccccc1,0%,7%,5%,7,-5%,4%,i
CCN1CCCN(C(=O)Nc2ccc(C)c(C)c2)CC12CCOCC2,/,31%[activator],18%,-4,0%,4%,i
COc1cccc(-c2c(C(=O)NCCc3ccc(Cl)cc3)nc3sccn23)c1,/,-12%,7%,5,?,?,i
O=C1NCCCCCCN(C(=O)c2cnccn2)[C@H]2CCC[C@@H]12,6%,33%[activator],-5%,1,-4%,i,i
CC(=O)N1CCN(CCn2nc3n(c2=O)CCCC3)CC1,/,/,/,-3,-14%[138 µM],2%[172 µM],/
CC(=O)Nc1ccc(NS(=O)(=O)c2cc(Br)cc3c2N(C(=O)C2CC2)CC3)cc1,/,?,1%,-14,/,/,/
CCn1nc(C)cc1S(=O)(=O)N[C@H]1[C@H]2CCO[C@H]2[C@@H]1N1CCCCC1,10%,-16%,8%,9,3%,-1%,-6%
COc1ccc(C[C@H](NC(=O)[C@@]2(O)C[C@@H](O)[C@H](O)[C@@H](NS(=O)(=O)c3cccc(C(F)(F)F)c3)C2)C(N)=O)cc1,-4%,-23%,-8%,26,0%,1%,3%
C[C@H](NC(=O)OC(C)(C)C)c1nnc(SCc2ccc(Cl)cc2Cl)o1,/,-25%,9%,-5,/,/,/
COc1ccc(CN2C=C(C(=O)OCc3noc(-c4cccc(OC)c4)n3)C(C)=NS2(=O)=O)cc1,8%,13%,-5%,4,?,?,1%
Cc1ncccc1Oc1ncnc(N2CCC3(CC(=O)NC3=O)C2)c1C (stereo not given),5%,0%,9%,4,?,-21%,i[11.5 µM]
COCC1CN(C2CCC2)CC12CCN(S(=O)(=O)c1cnc[nH]1)CC2 (stereo not given),-14%,5%,-1%,7,-9%,-3%,-11%
CCc1c(C)sc2c1CCN(C(=O)Nc1ccccc1C(=O)OC)C2c1ccc(F)cc1 (stereo not given),/,4%,0%,15,/,/,/
CCC(=O)N1C2CCCC1CC(=O)C2,-3%[230 µM],-11%[87.6 µM],-6%[87.6 µM],34,-26%[174 µM],-16%[230 µM],i
Cc1ccc(Cn2nnc3c(=O)[nH]c(C4CCN(C(=O)Cc5ccccc5F)CC4)nc32)cc1,/,-1%,?,-21,/,/,/
CCC1=C(C(=O)OC)C(c2ccccc2Cl)N2C(CC(=O)NCC3CC3)=CSC2=N1 (stereo not given),-4%,2%,?,16,-26%,?,?

The list continues:
Molecule,FLuc inh,SNCA expr inh,HEK293 viab,IP6K1 inh,3T3 cytotox,HEK293 tox,GPT2 inh
Cc1cc(C)n(-c2cccc(CN(C)C(=O)c3cc(C(C)C)no3)c2)n1,-8%,-7%,6%,1,?,?,?
Cc1nn(-c2ccccc2)c2c1C(C(C)C)N(C1CCN(C(=O)Nc3ccc(Cl)cc3)CC1)C2=O (stereo not given),/,/,/,16,?,?,/
O=C(Nc1cccn2nc(C3CCC3)nc12)C1CCC1,-2%,4%,-14%,11,-14%,?,-12%
Cc1ccc(NC(=O)c2nc3sccn3c2-c2ccc(C)cc2)cc1,/,1%,4%,0,-24%,-16%,i
COc1ccc(NC(=O)C2CCc3nnc(CNC(C)=O)n32)cc1 (stereo not given),/,2%,-3%[12.5 µM],8,-9%,-20%,i
O=C(c1ccccc1)N1CCC(N(C(=O)C2CC2)C2CCOCC2)CC1,5%,-9%,-8%,3,1%,9%,i
Cc1nn2c(c1-c1ccccc1OCc1ccccc1)N(Cc1cccnc1)CCC2,11%[172 µM],-15%[87.6 µM],-22%[87.6 µM],13,?,63µM*,4%[88.5 µM]
Cc1ccc(C2NC(=O)N(CC(=O)Nc3cc(C)on3)C3=C2C(=O)OC3)cc1 (stereo not given),-8%,29%,-10%,0,-16%,-12%,i
Cc1nc2ccc(S(=O)(=O)NC(CC(C)C)C(=O)NCc3ccc(Cl)cc3)cc2s1 (stereo not given),/,-20%,-22%,-9,/,/,/
CNC[C@@H](O)[C@@H](O)[C@H](O)[C@H](O)CO,/,12%,5%,/,/,/,-24%
O=C(Nc1cccc(Cl)c1)c1ccc2nc(CCc3ccccc3)oc2c1,/,130%[activator],-13%,27,/,/,/
Cc1ccc(S(=O)(=O)NCCCn2ccnc2-c2nc[nH]c2C)cc1,6%,-11%,-4%,8,-14%,-17%,i
C1=C(c2nc(-c3cncnc3)cc3c2ccn3Cc2cccnc2)CCOC1,6%[172 µM],9%[87.6 µM],-5%[87.6 µM],0,?,-16%[172 µM],-13%[88.5 µM]
COc1ccccc1C(=O)N1CCC(OCC2CC2)C1 (stereo not given),/,-28%,7%,2,-9%,i,i
O=[S+]([O-])(c1cccs1)N1CC(N2CCc3ccccc32)C1,/,36%[activator],-1%,-5,?,?,i
O=C(c1ccccn1)N1CCC(N2CC(OCC3CC3)C23CCOCC3)CC1 (stereo not given),-8%,36%[activator],-5%,-2,-8%,-6%,-3%
CN(C)CCNC(=O)c1ccc2nc(Cc3ccccc3)oc2c1,/,19%,-17%,-10,/,/,/
COc1cc(OC)cc(OCc2nc3c(n2Cc2ccccc2)C(=O)N(Cc2ccccc2F)CCN3)c1,-5%,?,?,-20,?,32µM*,-9%
CC(C)(Oc1nn(CCOc2ccccc2)c2ccccc12)C(=O)NCc1cnccn1,4%[172 µM],-26%[87.6 µM],-8%[87.6 µM],-9,?,?,-4%[88.5 µM]

Entries from the list above with a Cl atom (seven):
Molecule,FLuc inh,SNCA expr inh,HEK293 viab,IP6K1 inh,3T3 cytotox,HEK293 tox,GPT2 inh
Cc1noc(-c2ccc(-c3noc(-c4ccc(Cl)cc4)n3)cc2)n1,/,32%[activator],-5%,6,/,/,/
COc1cccc(-c2c(C(=O)NCCc3ccc(Cl)cc3)nc3sccn23)c1,/,-12%,7%,5,?,?,i
C[C@H](NC(=O)OC(C)(C)C)c1nnc(SCc2ccc(Cl)cc2Cl)o1,/,-25%,9%,-5,/,/,/
CCC1=C(C(=O)OC)C(c2ccccc2Cl)N2C(CC(=O)NCC3CC3)=CSC2=N1 (stereo not given),-4%,2%,?,16,-26%,?,?
Cc1nn(-c2ccccc2)c2c1C(C(C)C)N(C1CCN(C(=O)Nc3ccc(Cl)cc3)CC1)C2=O (stereo not given),/,/,/,16,?,?,/
Cc1nc2ccc(S(=O)(=O)NC(CC(C)C)C(=O)NCc3ccc(Cl)cc3)cc2s1 (stereo not given),/,-20%,-22%,-9,/,/,/
O=C(Nc1cccc(Cl)c1)c1ccc2nc(CCc3ccccc3)oc2c1,/,130%[activator],-13%,27,/,/,/

Screening results: PubChem, National Center for Advancing Translational Sciences (NCATS)
